Assay outcomes as filed in PubChem BioAssay.
Artemis inh: inhibitors of human Artemis endonuclease activity. inhibition, % at 10 µM. recombinant Artemis, quenched FAM hairpin cleavage fluorescence. Q96SD1. 0.78% of 30,000 active;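 active means at 10 µM dose, at least 30% inhibition, measured as corrected fluorescence normalized to stimulator and neutral control wells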
Target sequence (Q96SD1 whole entry, looked up): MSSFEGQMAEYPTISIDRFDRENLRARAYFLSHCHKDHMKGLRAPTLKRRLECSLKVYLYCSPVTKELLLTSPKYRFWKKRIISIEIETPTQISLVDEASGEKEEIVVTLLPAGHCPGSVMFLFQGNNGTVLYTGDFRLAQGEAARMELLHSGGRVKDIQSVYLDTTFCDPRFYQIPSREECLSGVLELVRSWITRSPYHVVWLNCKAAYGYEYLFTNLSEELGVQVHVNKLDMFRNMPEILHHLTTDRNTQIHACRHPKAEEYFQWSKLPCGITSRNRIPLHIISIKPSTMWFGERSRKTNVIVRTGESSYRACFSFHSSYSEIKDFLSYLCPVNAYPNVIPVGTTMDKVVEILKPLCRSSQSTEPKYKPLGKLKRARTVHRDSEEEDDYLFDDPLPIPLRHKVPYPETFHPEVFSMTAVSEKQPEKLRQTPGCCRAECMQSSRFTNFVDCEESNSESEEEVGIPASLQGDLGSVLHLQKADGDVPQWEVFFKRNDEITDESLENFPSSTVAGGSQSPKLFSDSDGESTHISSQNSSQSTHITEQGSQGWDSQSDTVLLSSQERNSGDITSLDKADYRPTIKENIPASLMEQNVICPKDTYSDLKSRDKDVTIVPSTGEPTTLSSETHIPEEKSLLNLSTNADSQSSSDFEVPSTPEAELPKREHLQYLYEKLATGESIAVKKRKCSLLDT
Numbers without * were called inactive. Some of the compounds tested; rates above refer to the full screens.

SMILES	Artemis inh
Clc1ccc(SCc2cc(-c3ccccc3)no2)cc1	-5.1
Cc1ccc(NC(=O)N2CCCN(Cc3ccc(F)cc3)C2)cc1C	-0.3
Cc1ccc(-n2c(SCC(=O)NCc3ccco3)nc3sc4c(c3c2=O)CC(C)(C)SC4)cc1	15.4
Cc1nn(Cc2ccc(Cl)cc2)c(C)c1NC(=O)Cn1nc([N+](=O)[O-])c(Cl)c1C	2.3
COC(=O)c1c(-c2ccc3ccccc3c2)csc1NC(=O)Cc1ccc(OC)c(OC)c1	10.5
CCOc1cc(C2C(C#N)=C(N)Oc3n[nH]c(C)c32)ccc1OCCN1CCOCC1 (centres undefined)	-7.1
N#Cc1nc(Cc2ccccc2)oc1NCc1ccccc1Cl	2.0
CCn1c(SCC(=O)NC)nnc1C(C)C	2.2
O=C(NCCc1ccccc1)C(=O)N/N=C/c1ccc2c(c1)OCO2	10.2
CC(C)c1ccccc1OCCNS(C)(=O)=O	-8.9
O=C(CCN1CCN(c2ccccn2)CC1)Nc1ccc(F)cc1	4.4
C/C(=N/Oc1nc(C)cc(C)n1)c1ccc(Cl)cc1Cl	-1.0
Cc1ccc(S(=O)(=O)NC(=O)c2cc(C)n(CCCn3ccnc3)c2C)cc1	-0.5
CCN1CCCC1CNC(=O)c1ccc(CS(=O)(=O)c2ccccc2C)o1 (centres undefined)	-8.9
COc1ccc(CN(CC(=O)NCC2CCCO2)C(=O)CCC(=O)Nc2cc(C)ccn2)cc1 (centres undefined)	4.8
CCCC(=O)Nc1ccccc1NC(=O)CN(C)S(=O)(=O)c1ccccc1	-8.2
COC(=O)[C@@H](NC(=O)NC1CCN(Cc2ccccc2)CC1)C(C)C	-1.5
COc1ccc(S(=O)(=O)N/N=C(/C)c2cccc(NC(=O)c3ccccc3Cl)c2)cc1	-5.0
CCOC(=O)Nc1cccc(C(=O)O)c1	-2.2
CCN(CC)C(=O)C1CCN(c2ncnc3c2cnn3-c2ccc(C)cc2C)CC1	-5.4
O=C(Oc1cc(-c2ccccc2)no1)c1ccc(Cl)cc1	-8.3
O=C1CCCC(O)=C1C=Nc1ccc2c(c1)oc1ccccc12	25.9
O=C(N/N=C\c1ccc(COc2ccc([N+](=O)[O-])cc2)o1)c1cccc(Cl)c1	0.8
CCOc1cc(/C=C2/NC(=O)N(CC(=O)Nc3cccc(C)c3)C2=O)ccc1O	5.2
Cc1cc2c3nonc3ccc2n1C	0.2
Cc1cc(C)c2[nH]c(=O)c(CN(CC3CCCO3)C(=O)C3CCCO3)cc2c1 (centres undefined)	3.1
Cc1nn(-c2ccccc2)c(C)c1/C=N/NC(=O)c1cc(C23CC4CC(CC(C4)C2)C3)[nH]n1	23.5
CN(C(=O)c1cnc(N2CCN(c3ncccn3)CC2)c2ccccc12)c1ccc(Cl)cc1	13.6
O=C(Nc1ccc(F)cc1)N(CCCN1CCOCC1)Cc1cc2cc3c(cc2[nH]c1=O)OCO3	4.6
Cc1cc(C)n(Cc2ccc(C(=O)NCCC3=CCCCC3)o2)n1	-2.0
CCOc1ccc(N(C(C)C(=O)N/N=C(\C)c2cccc(NC(=O)c3ccccc3)c2)S(C)(=O)=O)cc1 (centres undefined)	4.8
CCOC(=O)NNC(=O)c1ccc(Cl)cc1	-2.0
O=C(OCc1nnc(-c2ccccc2)o1)c1ccc2c(c1)OCCO2	1.5
CCOc1ccc(-c2[nH]ncc2Oc2cccc(OC)c2)c(O)c1	11.0
COC(=O)c1ccc(S(=O)(=O)N2CCCC2)o1	7.7
Cn1c(=O)c2c(nc(NCc3ccco3)n2C/C=C/c2ccccc2)n(C)c1=O	3.2
Cc1nc(SCC(=O)Nc2ccc3c(c2)OCO3)c(C#N)c2c1CCCC2	1.0
O=C(COc1ncnc2c(Cl)cc(Cl)cc12)NCCC1=CCCCC1	-9.1
C=CCOc1c(Br)cc(CNc2ccc(NC(=O)CCC)cc2)cc1OCC	-3.3
Cn1c(SCC(=O)N2c3ccccc3Sc3ccccc32)nnc1-c1ccco1	10.9

Among those listed so far, 2 contain two or more sulfur atoms.
SMILES	Artemis inh
Cc1ccc(-n2c(SCC(=O)NCc3ccco3)nc3sc4c(c3c2=O)CC(C)(C)SC4)cc1	15.4
Cn1c(SCC(=O)N2c3ccccc3Sc3ccccc32)nnc1-c1ccco1	10.9

The listing picks up; the 2 compounds before the break are reprinted first.
SMILES	Artemis inh
C=CCOc1c(Br)cc(CNc2ccc(NC(=O)CCC)cc2)cc1OCC	-3.3
Cn1c(SCC(=O)N2c3ccccc3Sc3ccccc32)nnc1-c1ccco1	10.9
Cc1ccc(Cn2ncn3c(cc4ccccc43)c2=O)cc1	1.5
CCOC(=O)C(NC(=O)C1CCCN1C(=O)OCc1ccccc1)C(=O)OCC (centres undefined)	14.2
CC1=CC(C)C2C(=O)N(O)C(=O)C2C1 (centres undefined)	17.0
O=C(Nc1ccc2oc(-c3ccc4ccccc4c3)nc2c1)c1cccs1	6.7
O=C(CSc1ncn[nH]1)Nc1ccc(Br)cc1F	-4.2
O=S(=O)(/C=C/c1ccccc1)N1CCN(c2ccccc2)CC1	-0.5
O=C(Cn1c(=O)oc2cc(S(=O)(=O)N3CCCC3)ccc21)Nc1ccc(C(F)(F)F)cc1	0.0
O=C(Oc1ccc(-c2cnc3ccccc3n2)cc1)c1cc([N+](=O)[O-])ccc1Cl	4.2
CC(NC(=O)Cn1cc(C(=O)C2CC2)c2ccccc21)c1ccccc1 (centres undefined)	1.0
O=C(CCCN1C(=O)c2ccccc2C1=O)Nc1nccs1	-4.2
Cc1cccc(NC(=O)CC2SC(=O)N(c3ccccc3)C2=O)c1 (centres undefined)	1.5
COc1ccc(-c2ccnc(-c3ccc(OCCCF)cc3)n2)cc1	-10.6
CCCCNC(=O)Oc1cccc(N2CCCC2=O)c1	1.9
COc1ccc(C2C(C(=O)c3ccc(C)o3)=C(O)C(=O)N2c2cc(C)on2)cc1OC (centres undefined)	2.5
CCOc1ccccc1NC(=O)C1CCCN(S(=O)(=O)c2c(C)[nH]c(=O)[nH]c2=O)C1 (centres undefined)	2.0
CCOC(=O)NCc1ccc2c(c1)OCO2	-1.4
Cn1c(=O)c2c(n(Cc3ccccc3)c1=O)NC(=O)C2CC(=O)N1CCc2ccccc2C1 (centres undefined)	6.2
COc1ccccc1NCCC(=O)OCC(=O)NCc1ccco1	6.1
CCOc1ccccc1NC(=O)CSc1c(C)n[nH]c1C	-4.3
CC(=O)c1cccc(NS(=O)(=O)c2c(C)n[nH]c2C)c1	-6.8
COc1ccc2c(c1)c(C(O)CN1CCC(Cc3ccccc3)CC1)c(C)n2C (centres undefined)	-0.8
O=C(O)CSCc1ccc(Cl)cc1	1.5
COCCN(C(=O)CC(C)(C)C)c1nnc(-c2cccnc2)s1	0.2
O=C(Cn1ccc2ccccc2c1=O)NCCC(=O)NC1CCN(Cc2ccccc2)CC1	14.5
C/C(=N\NC(N)=O)c1ccc(Cl)cc1	0.7
CC1CCc2nc(NC(=O)CN3CCOCC3)sc2C1 (centres undefined)	7.1
O=C(O)C1CCCN1C(=O)Nc1ccccc1 (centres undefined)	-4.1
CC(C)OC(=O)c1nnn(-c2nonc2N)c1CSc1ccccn1	-13.3
CCOc1ccc(/C=C/C(=O)Nc2ccc(N3CCOCC3)cc2)cc1	6.4
CCN(C(=O)c1cc2cccc(OC)c2oc1=O)c1ccccc1	2.9
CC(C)(C)C(=O)NC(=S)Nc1cc(C(F)(F)F)ccc1N1CCOCC1	-2.3
N=C1C(c2nc(-c3ccc(F)cc3)cs2)=C(O)CN1CCCN1CCOCC1	-6.6
Cc1cc(C)n(-c2cc(N3CCN(S(=O)(=O)c4ccc5ccccc5c4)CC3)ccc2[N+](=O)[O-])n1	8.0
Cc1cc(C(=O)NCC(=O)OC(C(=O)Nc2cc(C(F)(F)F)ccc2Cl)c2ccccc2)ccc1[N+](=O)[O-] (centres undefined)	3.1
CC(C)CC(c1nnnn1CC1CCCO1)N1CCN(C2CCCC2)CC1 (centres undefined)	11.6
Cc1ccc(OCC(=O)N2CCCc3ccccc32)cc1	1.7
O=C(NCC1COc2ccccc2O1)C1CCN(S(=O)(=O)c2cccc3nsnc23)CC1 (centres undefined)	3.0
CCc1cc2c(=O)n(CC)c(SC(C)C(=O)Nc3c(C)n(C)n(-c4ccccc4)c3=O)nc2s1 (centres undefined)	2.7
COc1ccccc1NC1=C(C)C(=O)CC1	0.3
O=C(CCn1cccc1)NCc1ccc2c(c1)OCO2	1.3

Seven consecutive compounds already listed:
SMILES	Artemis inh
O=C(Nc1ccc(F)cc1)N(CCCN1CCOCC1)Cc1cc2cc3c(cc2[nH]c1=O)OCO3	4.6
Cc1cc(C)n(Cc2ccc(C(=O)NCCC3=CCCCC3)o2)n1	-2.0
CCOc1ccc(N(C(C)C(=O)N/N=C(\C)c2cccc(NC(=O)c3ccccc3)c2)S(C)(=O)=O)cc1 (centres undefined)	4.8
CCOC(=O)NNC(=O)c1ccc(Cl)cc1	-2.0
O=C(OCc1nnc(-c2ccccc2)o1)c1ccc2c(c1)OCCO2	1.5
CCOc1ccc(-c2[nH]ncc2Oc2cccc(OC)c2)c(O)c1	11.0
COC(=O)c1ccc(S(=O)(=O)N2CCCC2)o1	7.7

New compounds follow:
SMILES	Artemis inh
CCC(=O)Oc1ccc2c(C)cc(=O)oc2c1C	-2.1
Cc1cccc(N(CC(=O)NCc2ccco2)C(=O)CCC(=O)Nc2ccccn2)c1	-4.5
CCN(CC)C(=O)CSc1ccccc1N	3.8
Cc1csc(NC(=O)Cn2cnnn2)n1	-10.5
COc1ccccc1N1C(=O)c2ccccc2NC1c1ccncc1 (centres undefined)	7.1
Cc1ccc(N(C(C)C(=O)O)S(=O)(=O)c2c(C)n[nH]c2C)cc1 (centres undefined)	-5.5
O=C(NCc1cccnc1)c1cn(CCc2ccccc2)nn1	-4.0
CCOC(=O)C(CC)Sc1nc2c(c(=O)[nH]c(=O)n2C)n1C/C=C(/C)Cl (centres undefined)	10.7
Cc1cc(C)c(C#N)c(SCc2ccccc2C(=O)O)n1	-3.2
CN(C)c1cccc(C(=O)OCc2cc(=O)oc3cc(O)ccc23)c1	19.2
O=S(=O)(c1ccccc1)c1nc(-c2cccs2)oc1NCC1CCCO1 (centres undefined)	-12.1
CN(C)c1ccc(NC(=O)CN2CCN(S(=O)(=O)c3cc(Cl)ccc3Cl)CC2)cc1	4.8
O=C(CCn1nc(-c2ccc(Cl)cc2)ccc1=O)NCc1ccccn1	0.6
Cc1cc(Nc2ccccc2)n(CCC#N)n1	-5.8
COc1cc(OC)c(C(=O)Nc2cccc(C(C)=O)c2)cc1OC	-6.0
Cc1ccc(C2C=C(c3ccccc3OC(F)F)Nc3ncnn32)cc1 (centres undefined)	-9.4
CC(=O)c1cccc(NS(=O)(=O)N(C)C)c1	3.3
COc1cc(C)c(Cl)cc1S(=O)(=O)NCc1ccco1	-12.4
C=CCNc1nc(N)c(C(=O)c2ccc3c(c2)OCO3)s1	-2.1
CC1C/C(=N/N2C(=O)CSC2=S)CC(C)(C)C1 (centres undefined)	-8.0
Cc1ccccc1Nc1nc(N)nc(CSc2nc3ccccc3c(=O)n2C)n1	11.8
Oc1ccc2cccnc2c1	-8.3
CCc1nc(NC2CCCCC2)c(C#N)c2c1COC(C)(C)C2	-3.2
Cc1cc(C(F)F)n2nc(C(=O)Nc3c(F)cc(F)cc3Br)nc2n1	-12.0
COc1ccc2[nH]c(=O)c(CN(C(=O)c3cccnc3)c3ccccc3)cc2c1	-1.5
Cc1cccc(Oc2ncc(-c3ccc(Cl)cc3)cn2)c1	-14.4
CN=C1SC(CC(=O)Nc2ccc(C(C)=O)cc2)C(=O)N1C (centres undefined)	-7.8
O=C(O/N=C\c1ccc(N2CCCCC2)c([N+](=O)[O-])c1)c1cccc(Cl)c1	9.9
C/C(=N\O)C(=O)NCC1CCNCC1	0.1
Cc1ccc(CN(C(=O)Cn2nnc3ccccc32)C(C(=O)NCc2ccco2)c2ccc(C)o2)cc1 (centres undefined)	-0.6
CCOC(=O)c1[nH]c2ccccc2c1NC(=O)CN(C)C	10.0
CCCS(=O)(=O)N1CCCC(C(=O)NC2CCCCC2)C1 (centres undefined)	-3.1
OC(CNCCCN1CCCCC1)COc1ccccc1 (centres undefined)	-7.7
COc1ccc(C2C3=C(CC(C)(C)CC3=O)Nc3n[nH]c(C)c32)cc1 (centres undefined)	1.2
CC1=NN(c2cccc(C(=O)O)c2)C(=O)/C1=C\C=C\c1ccco1	30.9*
O=C(CN1C(=O)CCS(=O)(=O)c2ccccc21)NCc1ccc2c(c1)OCO2	3.1
O=C(NCCCN1CCOCC1)c1cc2c(=O)[nH]c3ccccc3c2s1	0.8
COc1ccc(OC)c(N(CC(=O)Nc2cccnc2)S(=O)(=O)c2ccc(OC)c(OC)c2)c1	1.5
Cc1nc(CNS(=O)(=O)c2cc(C)c(C)cc2C)cs1	-1.9
Cc1cccc(C)c1-n1c(C)cc(/C=N/NC(N)=S)c1C	4.8

An excerpt from above in order of molecular weight, lowest first:
SMILES	Artemis inh
CC1=CC(C)C2C(=O)N(O)C(=O)C2C1 (centres undefined)	17.0
OC(CNCCCN1CCCCC1)COc1ccccc1 (centres undefined)	-7.7
Cc1nc(CNS(=O)(=O)c2cc(C)c(C)cc2C)cs1	-1.9

Additional structures follow.
SMILES	Artemis inh
O=c1c2ccccc2ncn1-c1cccc(Cl)c1	-3.2
Cc1ccc(C2CC(C(F)(F)F)n3ncc(C(N)=O)c3N2)cc1 (centres undefined)	0.1
COc1ccc(C(=O)N/N=C(\C)Cn2nc([N+](=O)[O-])cc2C)cc1	-5.2
Cc1ccc(-c2noc(-c3cc4ccccc4oc3=O)n2)cc1	-2.6
O=C(N/N=C\C=C\c1ccc2c(c1)OCO2)C1COc2cc3ccccc3cc2O1 (centres undefined)	10.2
O=C(OCc1c(Cl)cccc1Cl)c1ccccn1	-4.6
O=C(NC1CC1)c1cc(=O)c2ccccc2o1	5.5
CCN(Cc1ccccc1)C(c1ccc(C(F)(F)F)cc1)c1nnnn1C(C)(C)C (centres undefined)	-5.6
Cc1c(NC(=O)c2ccc3c(c2)C(=O)N(CC2CCCO2)C3=O)cccc1C(=O)O (centres undefined)	-6.0
Cc1nn(-c2ccccc2)c(C)c1/C=N/NC(=O)c1cc(-c2ccccc2)n[nH]1	15.5
Cc1ccc(S(=O)(=O)NCc2ccc(C(=O)N(C)CCC#N)cc2)cc1	-4.7
O=C(OCc1nnc(-c2ccccc2)o1)C1=COCCO1	2.4
Cc1cccc(-n2c(N)cc(=O)nc2SCC(=O)Nc2nnc(C)s2)c1	-0.3
Nc1nc(Cl)cc(Sc2ccc3ccccc3c2)n1	-2.8
